TbREL1 inh: TbREL1 inhibition, primary screen | TbREL1 RNA ligation, FRET fluorescence | inhibition, % at 9.66 µM | AID 1117264 | hit rate 0.49% among 89,000 | P86926;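 active = inhibition above the mean inhibition across all screened compounds plus 3 SD, cut at about 11% in these data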;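 note: 0% = plate median of test wells and 100% = NSC42067 control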
Target sequence (P86926 whole entry, looked up): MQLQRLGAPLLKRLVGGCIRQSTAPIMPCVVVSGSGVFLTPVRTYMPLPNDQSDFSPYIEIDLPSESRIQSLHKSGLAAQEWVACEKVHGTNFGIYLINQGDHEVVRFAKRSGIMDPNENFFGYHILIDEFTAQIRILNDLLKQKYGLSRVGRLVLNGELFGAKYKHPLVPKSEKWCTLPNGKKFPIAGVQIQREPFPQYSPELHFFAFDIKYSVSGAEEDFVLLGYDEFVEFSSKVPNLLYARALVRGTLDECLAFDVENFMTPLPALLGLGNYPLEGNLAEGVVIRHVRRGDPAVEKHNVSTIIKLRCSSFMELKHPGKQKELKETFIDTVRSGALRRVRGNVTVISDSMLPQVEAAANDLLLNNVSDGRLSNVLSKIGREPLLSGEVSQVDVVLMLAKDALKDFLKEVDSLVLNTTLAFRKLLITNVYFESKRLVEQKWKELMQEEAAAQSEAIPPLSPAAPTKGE
The depositor's hits bear a star. The list is partial; rates above refer to the full screens.

smiles	TbREL1 inh
COc1ccc(-c2sc3ccc(OC)cc3c2C#Cc2ccccn2)cc1	2
O=C(NCCCc1nc2ccccc2[nH]1)c1ccc(F)cc1	-1
CC1(C(=O)NS(=O)(=O)c2cccc(OC(F)F)c2)CCN1C(=O)c1ccccc1 (configuration not stated)	1
Cc1cc(C(=O)OCC(=O)N(C)c2ccccc2)c(C)o1	-1
CC(C)Oc1ccc(CCNC(=O)CC2C(=O)NCCN2C)cc1 (configuration not stated)	1
Cc1ccccc1-c1ccc(=O)n(CC(=O)Nc2ccc(-n3cnnn3)cc2)n1	-1
Cc1ccc(NC(=O)c2ccc(=O)[nH]c2)cc1S(=O)(=O)N1CCCCC1	1
CCN1C(=O)Nc2cccc3cccc1c23	-5
CC1(C)CC(O)CC(C)(C)N1CC(O)COCCOc1ccc(Br)cc1 (configuration not stated)	-3
O=c1c(Cl)c(Cl)cnn1Cc1ccccc1Cl	1
COC(=O)[C@@]1(Cc2ccc(F)cc2)[C@H]2c3cc(C(=O)N(C)C)n(Cc4nc5ccccc5[nH]4)c3C[C@H]2CN1C(=O)c1ccccc1	-3
COc1cccc(N/C=C/C(=O)c2ccc(Cl)cc2)c1	0
CCSc1nnc(-c2ccc(Cl)cc2Cl)o1	1
S=c1[nH]nc(CSCc2ccc(Cl)cc2Cl)n1-c1ccccc1	-5
CC(=O)Nc1sc2c(c1-c1nc(-c3ccccc3)cs1)CCN(C(C)C)C2	8

Other entries:
smiles	TbREL1 inh
O=C(NCCCCCCNC(=O)C1CCCC1)C1CCCC1	1
CC(C)(C)OC(=O)NCCc1ccccc1/C=C/S(=O)(=O)NCc1ccccc1	4
C#CC[N+]1(CC#Cc2ccccc2)CCCCC1	1
Fc1ccc(C(c2nnnn2C2CCCC2)N2CCN(Cc3ccncc3)CC2)cc1 (configuration not stated)	1
O=C(c1ccc(C(F)(F)F)cc1)c1c[nH]c(C(=O)NCCCn2ccnc2)c1	0
CC/C(=N\NC(=S)NC(C)C)c1ccc(OC)c(OC)c1	3
COCCCNC(=O)CN1C(=O)C2CCCCN2C(=O)c2ccccc21 (configuration not stated)	3
CCCNC(=O)C(Cc1ccc(I)cc1)NC(=O)c1ccc(C#N)cc1 (configuration not stated)	-1
CCOc1ncccc1C(=O)OCC(=O)NC1CCCCC1	3
CN(C)S(=O)(=O)c1ccc(N2CCCC2)c(C(=O)Nc2ccc(Br)cc2F)c1	1
O=C(COC(=O)C1CCCN1C(=O)c1cccs1)Nc1ccc2c(c1)OCO2 (configuration not stated)	0
Cc1cc(Cl)ccc1OCC(=O)OCC(=O)NCCNC(=O)COC(=O)COc1ccc(Cl)cc1C	0
O=C(c1ccc(CNS(=O)(=O)c2ccc(Br)cc2)cc1)N1CCCC1	-1
O=C(CNC(=O)c1ccc(Br)o1)NNC(=O)c1ccccc1O	4
COCCCn1c(SCC(=O)NC2CCCC2)nnc1-c1ccncc1	4

The list continues:
smiles	TbREL1 inh
COc1cc(C(=O)NCc2nnc(SCC(=O)N3CCC(C)CC3)o2)cc(OC)c1OC	-3
CC(=O)c1ccc(N2CCN(C(=O)c3n[nH]c4ccccc34)CC2)cc1	-2
Cc1ccc(Oc2nc3ccccc3n3c(C)nnc23)cc1	-2
O=C(c1cc2nc(-c3cccs3)cc(C(F)(F)Cl)n2n1)N1CCCc2ccccc21	1
COc1ccc2cc(CN(C(=O)Nc3ccccc3)C3CCCC3)c(=O)[nH]c2c1	-2
Cc1c(/C=N\NC(=O)C2COc3ccc(C(C)(C)C)cc3O2)c2ccccc2n1C (configuration not stated)	-1
CCOC(=O)c1cc(CC)sc1NC(=O)c1ccc2c(c1)OCCO2	0
O=C1N(Cc2ccc(F)cc2Cl)c2ccccc2C12OCCCO2	-1
Cc1ccc(/C(=N\S(=O)(=O)c2ccc(Br)cc2)Nc2ccccc2C)cc1	1
CC(=O)NC1CCCCN(C)C1=O (configuration not stated)	3
COc1ccc(C)cc1NC(=O)c1ccc(NS(=O)(=O)c2c(C)noc2C)cc1	0
COC(=O)CSc1cc(C(F)(F)F)nc(-c2ccccn2)n1	6
O=C(NNc1nc2cc3c(cc2s1)OCCO3)c1ccc(F)cc1	8
COc1cccc(CN(C)C(=O)CCN(c2ccccc2)S(=O)(=O)c2ccc(C)cc2)c1OC	-1
Cc1ccc(Cn2ncc3c(N4CCN(CCc5ccccc5)CC4)ncnc32)cc1	-3

Continuation:
smiles	TbREL1 inh
COc1ccc(NC(=O)COc2coc(CN3c4ccccc4CC3C)cc2=O)cc1 (configuration not stated)	-6
COC(=O)c1ccc2c(=O)n(Cc3ccc(C(=O)NCCCN4CCC(C)CC4)cc3)c(=S)[nH]c2c1	-2
O=C(C(=O)N1CCC(Cc2ccccc2)CC1)c1cccc(Br)c1	8
O=C(C1=C[C@H](c2coc3ccccc3c2=O)C[C@H](OCc2ccc(CO)cc2)O1)N1CCN(Cc2ccc3c(c2)OCO3)CC1	-3
CCCS(=O)(=O)N1CCN(Cc2c[nH]c3ccccc23)CC1	4
COc1cc(/C=N/NC(=O)Cc2csc(N3CCOCC3)n2)cc(OC)c1O	-4
O=C(NN1C(=O)C2C3C=CC(C4CC34)C2C1=O)c1cccc(Cl)c1 (configuration not stated)	-1
Cc1ccc(S(=O)(=O)Nc2c(C)nn(C)c2C)c(C)c1	-2
O=C(NCCCNC(=O)c1ccccn1)c1cccc(F)c1	1
CCn1nnnc1SCC(=O)NCc1cccs1	1
N#CC12C(=O)NC(=O)C1(C#N)C21CCCC1 (configuration not stated)	2
CC(=O)c1ccc(OCc2cc(C(=O)NC(C)CCn3cccn3)no2)cc1 (configuration not stated)	1
O=c1[nH]c(C2CCN(S(=O)(=O)c3cccc(Cl)c3)CC2)nc2c1nnn2Cc1ccccc1	0
Cc1cc(C)nc(Nc2nc(C)c3cc4c(cc3n2)OCO4)n1	-3
c1ccc(-n2nc3c(ccc4cnnc43)[nH]2)cc1	2

The list goes on.
smiles	TbREL1 inh
CCN(CCCNC(=O)Cn1cc2c(n1)CCCC2)c1cccc(C)c1	-7
O=C(O)C1=C(C(=O)N2CCN(C(=O)c3ccco3)CC2)CCCC1	-1
CC(C)(C)CCN1CCC[C@H](NC(=O)COc2ccc(F)c(Cl)c2)C1	-1
O=C(CSc1cc(Cl)ccc1Cl)N/N=C/c1ccc[nH]1	0
O=C(NCC1CCCCC1)c1ccc(Cl)nc1	1
CCC(=O)c1ccc(N2CCN(C(=O)c3cccs3)CC2)c(F)c1	4
CCC/C(=C1/c2ccccc2C(=O)N1c1ccccc1)c1cnc(OC)nc1	-1
O=C(NC1CCCCCC1)c1c(O)nc2sccn2c1=O	6
Cc1ccc(S(=O)(=O)N2c3ccc(F)cc3C[C@H]2CSc2ccccc2)cc1	1
COc1ccc(NC(=O)C2=C(C)C(=O)OC23CCC(C)CC3)cc1Cl (configuration not stated)	-3
COc1ccc(N2CC(C(=O)NC3CC(C)(C)NC(C)(C)C3)CC2=O)cc1 (configuration not stated)	-1
COc1ccc(/C=C2/CN(Cc3ccc(OC)cc3OC)C3=NC(c4ccc5ccccc5c4)CC(=O)N32)cc1 (configuration not stated)	11
Cc1oc2c(C)c(O)ccc2c(=O)c1-c1nncn1-c1ccccc1	4
CN(CCO)c1ncnc2nc[nH]c12	7
CCC(C)(C)C1CCC2(CC1)NC(=O)N(CC(=O)N(C)Cc1ccc3c(c1)OCCO3)C2=O (configuration not stated)	-5

Additional structures follow:
smiles	TbREL1 inh
O=C(N/N=C/c1ccc(OC(F)F)cc1)c1cc[n+]([O-])cc1	-1
COc1ccc(N2CCN(CCCNC(=O)Cc3ccc(C(F)(F)F)cc3)CC2)cc1	-4
CC(C)Cc1nnc(NC(=O)Cc2ccccc2[N+](=O)[O-])s1	2
COc1ccc2nc(N3C(=O)C(O)=C(C(=O)c4ccco4)C3c3ccc(C)o3)sc2c1 (configuration not stated)	1
C=CCn1c(=O)[nH]c2cc(C(=O)N3CCN(c4cccc(Cl)c4)CC3)ccc2c1=O	-3
CCN(Cc1ccccc1)S(=O)(=O)c1ccc(C(=O)N2CCN(c3nc4ccccc4s3)CC2)cc1	-2
COC(=O)c1c(NC(=O)CSc2nnnn2-c2ccccc2)sc2c1CCC(C(C)(C)C)C2 (configuration not stated)	0
O=[N+]([O-])c1cc(Cl)ccc1N1CCN(c2cccc(C(F)(F)F)c2)CC1	4
CCC(CC)COC(=O)C1=C(C)NC(=O)NC1c1ccccc1Br (configuration not stated)	3
CCC(=O)Nc1ccccc1C(=O)OCc1ccc(C(=O)c2ccccc2)cc1	1
CN(C(=O)c1ccc(OC2CCN(CCc3ccccc3)CC2)cc1)C1CCOCC1	-2
N#Cc1nc(-c2ccco2)oc1N1CCOCC1	3
CCC(=O)N1CCc2cc(Br)c(S(=O)(=O)N3CCC(C(=O)NCCCOC(C)C)CC3)cc21	-1
Cc1cccc(NC(=O)[C@H]2CC(=O)O[C@@H]2c2ccccc2)c1C	2
O=S1(=O)CCOC[C@H](Cc2ccccc2)N1Cc1cccc(F)c1	-4

Additional structures:
smiles	TbREL1 inh
COc1ccc(C2CC(=O)C3=C(C2)Nc2ccccc2N(C(=O)CCC(=O)O)C3c2ccc(F)cc2)cc1OC (configuration not stated)	-2
COc1ccc2c(c1)[C@@]1(NCCc3c1[nH]c1ccc(OC)cc31)C(=O)N2C	0
COc1ccc(/C=C/C(=O)N(c2ccccn2)C2CCCCC2)cc1OC	-2
CC(=O)Nc1ccc(N2CCN(c3ccc(F)cc3)CC2)cc1	-5
c1nc(NCC2CCCCO2)c2cc(-c3ccc4c(c3)OCO4)ccc2n1 (configuration not stated)	9
O=S(=O)(NCCN1CCOCC1)c1ccc2c(c1)OCCO2	-2
COC(C/C=C\[C@@H](O)[C@H](C)OCc1ccccc1)OC	0
O=C(CSc1nnc(C23CC4CC(CC(C4)C2)C3)o1)Nc1ccc(N2CCOCC2)c(Cl)c1	6
O=C(CS(=O)(=O)Cc1ccccc1)Nc1ccc(S(=O)(=O)N2CCCCCC2)cc1	2
O=C(NCc1cccnc1)C1Cc2c(-c3ccc(Cl)cc3)ccnc2O1 (configuration not stated)	-1
Cc1ccccc1-n1cnc2cc(NCc3cccs3)ccc21	5
COc1ccc(Cl)cc1NC(=O)CN(C)C1CCS(=O)(=O)C1 (configuration not stated)	1
CC12CCC(C(=O)N(CCCCN3CCN(Cc4ccccc4)CC3)C1=O)C2(C)C (configuration not stated)	-2
COc1ccc(/C=N/n2c(-c3n[nH]c4c3CCC4)n[nH]c2=S)cc1OC	-7
COc1ccc(C(C)(O)c2nc(-c3cccc(NC(C)=O)c3)cs2)cc1 (configuration not stated)	1

Among those listed so far, these contain a nitro group on carbon:
smiles	TbREL1 inh
CC(C)Cc1nnc(NC(=O)Cc2ccccc2[N+](=O)[O-])s1	2
O=[N+]([O-])c1cc(Cl)ccc1N1CCN(c2cccc(C(F)(F)F)c2)CC1	4

Continuation.
smiles	TbREL1 inh
COc1ccc(-c2cc(C(=O)N3CCN(C(c4ccccc4)c4ccccc4)CC3)no2)cc1OC	-1
O=C1C2C3c4ccccc4C(c4ccccc43)C2C(=O)N1c1ccncc1 (configuration not stated)	-1
Cc1ccc(C(=O)OC2OC(=O)C(Cl)=C2N2CCOCC2)cc1 (configuration not stated)	0
COCC(=O)Nc1ccc(Br)cc1	4
CCCCCCCOC1(c2ccccc2)OC(=O)c2ccccc21 (configuration not stated)	0
Cc1ccc(C(=O)c2cc([N+](=O)[O-])ccc2N2CCCCC2)cc1	3
COC(=O)C1=C(C)N(Cc2ccccc2C(F)(F)F)C(=NCc2ccccc2)NC1c1cccc(F)c1 (configuration not stated)	15*
CN1CCN(C(=O)C(Cc2ccccc2)NS(=O)(=O)c2ccc3c(c2)CCC(=O)N3)CC1 (configuration not stated)	-1
COC(=O)[C@]12C[C@H](CC(=O)NCc3ccc(OC)c(OC)c3)C(=O)N(Cc3ccco3)C1=C[C@H](C1CCCC1)O[C@@H]2C	-2
Cc1ccc(CNC(=O)CSc2nnnn2C)cc1	7
CC(=O)c1cccc(NC(=S)N2CCN(S(C)(=O)=O)CC2)c1	-4
O=c1cc(N2CCN(c3cccc(C(F)(F)F)c3)CC2)[nH]c(=O)n1C1CCCCC1	-2
O=C(Cn1cc2c(n1)CCCCC2)NC1CCCCCC1	0
Cc1cn(CC(=O)NCCCN2CCCC2=O)c(=O)[nH]c1=O	4
COc1ccc(OC)c(NC(=O)CSc2nc(=O)n(CCN3CCOCC3)c3c2CCCC3)c1	-2

Next part, starting with the last 6 of the part before.
smiles	TbREL1 inh
Cc1ccc(CNC(=O)CSc2nnnn2C)cc1	7
CC(=O)c1cccc(NC(=S)N2CCN(S(C)(=O)=O)CC2)c1	-4
O=c1cc(N2CCN(c3cccc(C(F)(F)F)c3)CC2)[nH]c(=O)n1C1CCCCC1	-2
O=C(Cn1cc2c(n1)CCCCC2)NC1CCCCCC1	0
Cc1cn(CC(=O)NCCCN2CCCC2=O)c(=O)[nH]c1=O	4
COc1ccc(OC)c(NC(=O)CSc2nc(=O)n(CCN3CCOCC3)c3c2CCCC3)c1	-2
Cc1ccc(OCC(=O)Nc2cccc3ccccc23)c([N+](=O)[O-])n1	3
O=C(C1CCCN1S(=O)(=O)c1ccc(F)cc1)N1CCc2ccccc2C1 (configuration not stated)	1
O=C(C1CCCN(Cc2ccccc2F)C1)N1CCc2ccccc2C1 (configuration not stated)	1
Cc1ccc2c(CC(=O)Nc3ccc4nc(N5CCOCC5)sc4c3)coc2c1	-3
C=CCNc1nc(C(=O)OC(C)C(=O)c2ccc(C)cc2)cs1 (configuration not stated)	6
CCN1CCCC1CNC(=O)COc1cc(=O)n(C)c2ccccc12 (configuration not stated)	-1
C=CCOC(=O)C1=C[C@@H](c2ccc(C(F)(F)F)cc2)[C@H](CCCO)[C@@H](OCC)O1	-1
